Bcl-xL primary: blocks human Bcl-xL binding to Bim BH3 peptide | GST-Bcl-xL / FITC-Bim BH3 peptide fluorescence polarization | 320,000 tested, 0.7% active | Q07817 | AID 2129 | inhibition, % at 10.9 µM;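 active means inhibition above the mean of all tested compounds plus 3 SD, cutoff set per campaign, cut at about 30% in these data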;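 further: 0% = DMSO wells and 100% = unlabeled Bim-BH3 peptide competitor; inhibitors lower millipolarization by displacing the labeled peptide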
Target sequence (Q07817 whole entry, looked up): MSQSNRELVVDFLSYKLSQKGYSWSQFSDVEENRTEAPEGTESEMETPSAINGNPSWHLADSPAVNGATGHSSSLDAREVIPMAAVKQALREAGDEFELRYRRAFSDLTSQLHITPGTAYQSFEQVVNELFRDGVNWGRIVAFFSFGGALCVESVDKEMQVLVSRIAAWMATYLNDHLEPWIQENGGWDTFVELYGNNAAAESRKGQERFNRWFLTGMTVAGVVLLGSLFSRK
CIT2 TOR yeast: alters CIT2-GFP fluorescence in TOR pathway yeast screen | S. cerevisiae CIT2-GFP strain, flow cytometry, 3 h; 100 means same as DMSO wells | GFP response vs DMSO, % at 10 µM | AID 2029 | 320,000 tested, 0.065% active;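 active means GFP response relative to DMSO above a set limit, near the screen mean plus 3 SD, cut at about 150% in these data; inconclusive means Fewer than 70 cells measured for a yeast strain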;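 further: ratio of well median GFP fluorescence to mean of DMSO wells on the plate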
VLA-4 inh: inhibition in a human VLA-4 binding assay; inhibition, % (about 7 µM as worked out from the volumes in the protocol); AID 2557; 330,000 tested, 0.2% active; VLA-4 expressing cells, ligand binding flow cytometry; in the data active means inhibition above about 50%
AGP1 TOR yeast: alters AGP1-GFP fluorescence in TOR pathway yeast screen; S. cerevisiae AGP1-GFP multiplex flow cytometry, 3 h; GFP as percent of DMSO wells; GFP response vs DMSO, % at 10 µM; 320,000 tested, 0.02% active; AID 2066;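 active means GFP response relative to DMSO above a set limit, near screen average plus 3 SD, cut at about 150% in these data; inconclusive means fewer than 70 cells counted for the yeast strain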;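 further: median GFP channel fluorescence of the gated AGP1 strain per well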
GRK2 aptamer HTS: human GRK2 inhibition via aptamer displacement | bead flow cytometry, FAM-aptamer displacement from GRK2 | inhibition of aptamer binding, % at 10 µM | 330,000 tested, 0.59% active;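 active means inhibition of aptamer binding above 40%, roughly 3 SD of noise, on plates passing a quality check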;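 further: median bead fluorescence of bound FAM aptamer so fluorescent compounds give negative values; no value below 0 was filed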
GLD-1 TGE inh: GLD-1-TGE RNA interaction inhibition (C. elegans); purified GLD-1 + fluorescein TGE RNA, fluorescence polarization; inhibition, % at 5.96 µM; 320,000 tested, 0.44% active; AID 2280;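 active means percent inhibition above a per-plate cutoff, the plate mean of test compounds plus 3 SD, cut at about 30% in these data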;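 further: 0% = DMSO wells with GLD-1 and probe and 100% = wells lacking GLD-1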
MCL1-BIM inh: disrupts human MCL1 binding to BIM-BH3 peptide; Q07820; GST-MCL1 / FITC-Bim-BH3 fluorescence polarization; inhibition, % at 10.9 µM; 320,000 tested, 0.68% active; AID 2057;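 active means inhibition above the mean inhibition of all tested compounds plus 3 SD, set per campaign, cut at about 40% in these data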;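 further: 0% = DMSO wells and 100% = unlabeled Bim-BH3 peptide control; higher means more loss of mP so more displacement of Bim peptide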
Target sequence (Q07820 whole entry, looked up): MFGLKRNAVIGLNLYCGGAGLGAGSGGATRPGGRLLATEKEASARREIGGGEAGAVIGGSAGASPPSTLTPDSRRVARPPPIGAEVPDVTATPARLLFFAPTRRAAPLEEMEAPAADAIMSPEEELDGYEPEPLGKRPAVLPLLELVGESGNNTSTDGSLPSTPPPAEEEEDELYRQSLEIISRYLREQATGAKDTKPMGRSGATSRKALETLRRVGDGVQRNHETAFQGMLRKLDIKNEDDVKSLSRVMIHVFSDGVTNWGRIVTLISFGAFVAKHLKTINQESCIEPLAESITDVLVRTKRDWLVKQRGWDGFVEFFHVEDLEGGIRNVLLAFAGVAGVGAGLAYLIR
MEX-5 binding: C. elegans MEX-5 TCR-2 RNA binding activity; MEX-5/FITC-TCR2 RNA binding, fluorescence polarization; active compounds read low; activity score (negative = inhibition of binding), % at 10 µM; 300,000 tested, 0.38% active; AID 1832;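 active means inhibition past about -25% in most replicates, and total fluorescence under double the plate's negative control median, limit read from the data; inconclusive means replicates evenly split on the limit, or fluorescence at least double controls; inactive means too little inhibition in most replicates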;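 further: 0% = DMSO and -100% = 5 µM competing unlabeled TCR2 RNA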
Target sequence (Q9XUB2 whole entry, looked up): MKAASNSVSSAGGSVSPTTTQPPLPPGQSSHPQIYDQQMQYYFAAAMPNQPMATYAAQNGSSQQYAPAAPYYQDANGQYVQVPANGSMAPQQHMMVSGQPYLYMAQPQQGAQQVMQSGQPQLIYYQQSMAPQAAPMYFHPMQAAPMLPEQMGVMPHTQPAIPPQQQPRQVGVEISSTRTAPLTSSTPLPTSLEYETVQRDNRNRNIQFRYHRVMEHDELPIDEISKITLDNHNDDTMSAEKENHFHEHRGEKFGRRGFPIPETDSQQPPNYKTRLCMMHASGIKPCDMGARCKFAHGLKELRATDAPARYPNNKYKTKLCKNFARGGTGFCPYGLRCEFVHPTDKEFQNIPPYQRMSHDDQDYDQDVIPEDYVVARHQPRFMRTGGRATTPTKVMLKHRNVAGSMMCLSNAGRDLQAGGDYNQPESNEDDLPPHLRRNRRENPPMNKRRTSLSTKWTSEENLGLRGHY
Fam108B inh: counter-screen for RBBP9 inhibitors: inhibitors of mouse Fam108B | 300,000 tested, 0.33% active | inhibition, % at 9.51 µM | recombinant Fam108B, FP-Rh probe fluorescence polarization;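 active means inhibition above the screen mean inhibition plus 3 SD, computed separately per campaign, cut at about 18% in these data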;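 further: inhibitors lower polarization as less probe binds the enzyme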
An asterisk follows results filed as active; ? = inconclusive; · = no result given.

SMILES	Bcl-xL primary	CIT2 TOR yeast	VLA-4 inh	AGP1 TOR yeast	GRK2 aptamer HTS	GLD-1 TGE inh	MCL1-BIM inh	MEX-5 binding	Fam108B inh
CCOC(=O)C(Cc1c[nH]c2ccccc12)NC(=O)c1ccccc1Br (centres undefined)	-3	105	11	99	0	4	4	4.5	2
Cc1c(Cl)cccc1NC(=O)CNc1cccc(S(=O)(=O)N(C)C)c1	0	89	10	120	0	-5	-5	-1.4	5
CN(Cc1ccccc1)C(=O)COC(=O)c1cc(NS(=O)(=O)c2cccs2)ccc1O	10	92	-5	101	3	8	2	-4.8	4
NC(=S)NCc1cccnc1	5	104	-7	99	6	4	6	0.8	0
COc1ccc(CNC(=O)C(=O)NCC2OCCN2S(=O)(=O)c2cccs2)cc1 (centres undefined)	-3	94	-2	97	4	1	-8	3.9	-5
Cn1c(SCC(=O)Nc2ccccc2C(F)(F)F)nc2c(c1=O)SCC2	4	112	5	105	0	1	6	1.2	7
O=C(COC(=O)c1ccco1)NC1CCCc2ccccc21 (centres undefined)	·	99	-8	104	3	0	·	·	·
S=C1NCCNC(=S)NCCOCCOCCN1	3	102	22	99	0	-1	11	-0.4	-4
Cn1c(=O)c2c(O)c(Cc3ccccc3)c(=O)n(C)c2n(C)c1=O	-2	98	0	113	2	-4	6	0.7	5
CCOC(=O)N1CCN(C(=O)c2ccc(N(Cc3ccc(Cl)cc3)S(C)(=O)=O)cc2)CC1	2	100	11	97	0	-2	4	0.3	1
Nc1cc(=O)[nH]c(N2CCN(c3ccccc3)CC2)n1	0	85	3	90	1	-1	-3	-2.5	-7
COc1ccc(S(=O)(=O)Nc2ccc(Cc3ccncc3)cc2)cc1C	0	96	-9	107	0	1	1	-1.7	-6
Cc1ccc(CNC(=O)Cc2ccc(-n3c(=O)[nH]c4ccsc4c3=O)cc2)cc1	-3	95	12	95	2	7	-2	-2.0	-3
Cc1cccc2sc(NC(=O)CN(C)S(=O)(=O)c3cccs3)nc12	-6	98	1	107	1	-1	-13	-0.6	-3
Cc1ccccc1C(=O)N/N=C1/SCC(=O)N1Cc1ccccc1	0	112	4	103	1	-1	1	2.9	2
Cc1ccc(S(=O)(=O)N2CCCCC2)cc1C(=O)c1nccn1C	4	97	8	101	1	6	6	2.2	6
O=[N+]([O-])c1ccc(N/N=C\c2cccnc2)nc1	2	97	4	101	0	1	-2	-0.4	0
Cc1ccnc(NS(=O)(=O)c2ccc(NC(=O)COc3ccccc3)cc2)n1	4	92	2	93	2	5	3	1.0	1
c1cc(-c2nnc3n2CCC3)[nH]n1	8	96	-6	95	0	-1	9	-3.6	3
COc1ccccc1NC(=O)C/C(C)=N/NC(=O)C12CC3CC(CC(C3)C1)C2	4	92	7	102	1	6	1	-7.2	1

The last two compounds of the part above lead into the next.
SMILES	Bcl-xL primary	CIT2 TOR yeast	VLA-4 inh	AGP1 TOR yeast	GRK2 aptamer HTS	GLD-1 TGE inh	MCL1-BIM inh	MEX-5 binding	Fam108B inh
c1cc(-c2nnc3n2CCC3)[nH]n1	8	96	-6	95	0	-1	9	-3.6	3
COc1ccccc1NC(=O)C/C(C)=N/NC(=O)C12CC3CC(CC(C3)C1)C2	4	92	7	102	1	6	1	-7.2	1
O=C(NCc1ccccc1Cl)c1nnc(CS(=O)(=O)c2ccccc2)o1	-1	95	-6	105	0	1	4	-0.8	1
CSCC[C@H](NC(=O)[C@@H]1Cc2c([nH]c3ccccc23)C2c3ccccc3C(=O)N21)C(=O)NCC1CCCO1 (some centres undefined)	2	96	-26	101	2	11	2	2.1	0
CCCCC[n+]1cccc2c3ccccc3ccc21	-4	106	-3	105	1	1	-5	-1.2	-4
CN1C(=O)N(C)C(c2cccc([N+](=O)[O-])c2)C2=C1CCCC2=O (centres undefined)	5	98	-1	97	0	-7	2	-1.5	1
COc1ccc(N2CCN(C(=O)Cn3c(=O)[nH]c4ccsc4c3=O)CC2)cc1	2	?	4	?	4	-3	7	-1.1	0
COc1ccc(NC(=O)C2CCCN(S(=O)(=O)c3cccc4nonc34)C2)cc1 (centres undefined)	1	97	8	94	0	2	-1	-3.2	2
CCCCN1C(=O)/C(=C/C=C2/C=Cc3ccccc3N2CC)SC1=S	-9	98	-8	101	0	2	-13	2.4	6
CCOC(=O)COn1c(=O)c(C)[n+]([O-])c2ccccc21	7	98	-36	103	3	-18	7	-6.8	0
COC(=O)c1ccc(COC(=O)CCc2nc(-c3ccccc3)c(-c3ccccc3)o2)cc1	4	97	-1	99	0	1	5	0.2	-1
Oc1ccc(C(=S)N2CCCC2)cc1	3	110	16	102	5	-2	10	-0.5	-3
COc1cc(/C=N/NC(=O)C(C)Nc2n[nH]c(=O)[nH]c2=O)cc(OC)c1O (centres undefined)	6	98	0	105	2	-2	12	-1.9	2
O=c1nc(N2CCOCC2)ccn1Cc1ccc(Br)cc1	-1	112	8	104	14	-3	0	-4.7	-4
C=CCOc1ccc(C2/C(=C(/O)c3ccc(OC)cc3)C(=O)C(=O)N2CCN2CCNCC2)cc1 (centres undefined)	5	96	17	96	0	6	4	-3.6	5
CC(Sc1n[nH]c(N)n1)C(=O)Nc1cccc(S(=O)(=O)N2CCOCC2)c1 (centres undefined)	0	98	9	99	0	2	4	1.7	-1
COc1ccc(NC(=O)CC2(CC(=O)O)CCCC2)cn1	17	105	13	105	0	13	13	-3.4	1
CC1CC(C)CN(C(=O)c2cc3ccccc3o2)C1 (centres undefined)	9	103	-52	104	3	4	4	-0.3	5
COc1ccccc1NC(=S)N(Cc1ccco1)Cc1cc2cc(C)c(C)cc2[nH]c1=O	7	96	12	98	4	2	9	·	-8
CCCCC(C(=O)NC1CCCC1)N(C(=O)c1snc(C(N)=O)c1N)c1ccc(OCC)cc1 (centres undefined)	4	105	9	104	0	-3	11	-5.2	-1
c1ccc(-c2nccc(-c3ccc(-n4cnc5ccccc54)cc3)n2)nc1	0	79	1	?	0	4	2	44	2
O=[N+]([O-])c1cccc(S(=O)(=O)Nc2ccc(-c3ccc(N4CCCC4)nn3)cc2)c1	6	97	0	103	0	6	-1	1.9	0
CN(C)c1ccc(-c2n(C)c3ccccc3[n+]2C)cc1	-2	97	3	98	0	2	7	2.3	-2
Cc1cccc(Cn2c(C)c(C)c3cc(C(=O)NCCN4CCOCC4)ccc32)c1	3	99	14	93	0	3	-3	1.0	1
CCOc1ccc(NC(=O)C2CCN(S(=O)(=O)c3c(C)noc3C)CC2)cc1	1	103	2	106	0	2	2	-2.6	-3
COc1cc(=O)[nH]c(SC(C)C(=O)Nc2cc(C)on2)n1 (centres undefined)	-3	110	1	112	1	0	-1	-0.6	0
Cc1nc(-c2ccc(Cl)cc2)sc1C1(C)CC(c2ccccc2F)=NO1 (centres undefined)	1	99	19	101	2	9	-6	0.7	-1
Cc1nc(-c2ccncc2)nc(NCCNc2ncccc2C(F)(F)F)c1Cl	4	94	6	108	1	-1	-1	1.5	1
CCc1ccccc1N(CC(=O)O)S(C)(=O)=O	6	101	-5	98	0	6	8	-0.5	11
COc1ccccc1/C=N/NC(=S)NCc1ccco1	4	83	-4	88	0	-2	6	1.2	0
c1cc2cc(-c3c(-c4ccc5c(c4)OCO5)noc3-c3ccsc3)ccc2[nH]1	1	83	-11	79	0	1	0	-0.5	-21
CC1CCCCN1Cc1ccc(-c2nnn(CC(=O)NC3CCCCC3)n2)cc1 (centres undefined)	9	109	-18	103	1	0	7	1.1	0
COc1ccc(-n2nnnc2SCC(=O)NC2CC2)cc1	6	106	9	95	2	0	9	·	·
O=C(COC(=O)c1ccccn1)Nc1ccc2c(c1)OCO2	4	92	6	99	0	-2	6	1.9	8
C[C@]12CC[C@H](OC(=O)CCC(=O)O)CC1=CCC1C2CC[C@@]2(C)C1CC[C@@H]2N (some centres undefined)	·	100	10	104	0	-1	·	·	·
O=C(CSc1nnc(SCc2ccccc2Cl)s1)N/N=C/c1ccc(C(=O)O)cc1	-1	115	-4	109	0	0	-2	1.1	4
Cc1ccc2[nH]c3c(c2c1)CN(C(=O)CN1CCCc2ccccc21)CC3	33*	89	5	101	0	-8	29	-1.0	5
CCOC(=O)C1CCCN(C(=O)c2[nH]c3ccc(OC)cc3c2C)C1 (centres undefined)	9	89	-9	94	3	5	5	-1.2	2
COc1ccc(C2(c3ccc(OC(C)=O)cc3OC(C)=O)CC(c3ccccc3)NC(=S)N2)cc1 (centres undefined)	-1	103	0	111	2	-6	1	-0.1	0
C=CCN(c1ccccc1)S(=O)(=O)c1cc2c(cc1C)NC(=O)CO2	3	97	-1	97	2	4	4	-3.2	-1
CCCCN(CCCNC(=O)CN1C(=O)COc2ccc(S(=O)(=O)N3CCC(C)CC3)cc21)Cc1ccccc1	0	95	13	103	0	-7	1	1.7	-4
CCOC(=O)C1CCN(S(=O)(=O)c2ccc(NC(=O)c3ccco3)cc2)CC1	-3	96	3	98	0	-2	-6	1.3	-3
Cc1ccc(C(=O)COC(=O)COc2ccccc2[N+](=O)[O-])s1	6	97	-6	99	3	-3	1	·	·
CC(=O)c1ccc(-c2ccc(Cn3c(C)nc4cc(N)c(C)nc43)cc2)cc1	0	101	8	123	0	4	8	-2.8	-3
O=C(COc1ccccc1)N1CCN(C(=O)c2ccc([N+](=O)[O-])cc2)CC1	6	106	18	104	0	0	6	0.2	-3
Cc1ccc(CNC(=O)Cc2ccc(Br)cc2)cc1	2	104	-2	105	0	-1	6	1.1	1
COc1ccc(CNC(=O)C(OC(=O)c2ccco2)c2ccccc2F)cc1 (centres undefined)	15	102	-5	105	0	9	6	3.3	-2
CC1=C(C)CC(C(=O)NNC(=O)c2csc(C)c2C)C(C(=O)O)C1 (centres undefined)	-2	97	8	102	1	0	-2	-0.6	4
CC12CCC(=O)N1C(C(=O)Nc1cc(Cl)ccc1N1CCOCC1)CS2 (centres undefined)	6	104	-6	99	3	3	5	0.9	2
Cc1nc2c(ccc3nc(NC(=O)c4ccc5c(c4)OCCO5)sc32)s1	0	97	-8	99	0	-4	2	-4.8	-18
Cc1cc[n+](-c2[nH]c(=O)sc2/C=N/NC([S-])=Nc2ccccc2)cc1C	129*	103	11	104	2	131*	163*	-5.8	7
Cc1ccccc1/C=N/n1c(-c2cc(-c3ccccc3)n[nH]2)n[nH]c1=S	-29	89	6	99	1	4	-19	-0.2	1
Brc1ccc(-c2nc(-c3cccnc3)no2)o1	-1	82	3	88	1	2	0	0.9	3
COc1ccc(NC(=O)c2cc(-c3ccco3)on2)c(OC)c1	0	107	0	99	1	-2	2	1.9	-2
O=C1CC(Sc2ncccc2C(=O)O)C(=O)N1 (centres undefined)	0	106	19	101	0	8	-5	0.8	-3
CCNc1nc(NCC)n2c(SC(C(=O)Nc3cc(Cl)cc(Cl)c3)c3ccccc3)nnc2n1 (centres undefined)	0	88	19	98	0	7	-4	1.4	1
COc1cc(CNC(C)C23CC4CC(CC(C4)C2)C3)cc(OC)c1OC (centres undefined)	·	102	2	102	2	·	·	-0.9	·

Compound activity (PubChem)
